Sm TGR block – inhibitors of Schistosoma mansoni thioredoxin glutathione reductase | Q962Y6 | purified TGR, DTNB reduction, TNB absorbance 405 nm | Potency, µM (top dose mostly 114 µM), inactives show at the top dose activity change, negative = inhibition, actives largely listed as inhibitors | hit rate 3% among 360,000; further: potency means the concentration at half of the fitted maximal effect; nearly all actives have a fitted effect of over 60% in size
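First, TGR (20 nM dispensed) and NADPH were mixed with compound. Second, a 15 min room-temperature incubation followed. Third, further NADPH and then DTNB were added to start the reaction. Finally, TNB absorbance was monitored kinetically.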
HCV inhibitor – inhibitors of hepatitis C virus infection | hit rate 3.4% among 340,000 | Potency, µM (top dose mostly 41.8 µM), without a hit: at the highest dose activity change, negative = inhibition, hits mostly inhibitors | Huh7.5.1 HCVcc-Cre infection, luciferase reporter, 44 h; further: potency means the concentration at half of the fitted maximal effect
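A cell-based infection assay in which seeded cells (1,000 per well) receive test compound after 4 h, are inoculated with HCVcc-Cre at approximately 0.5 moi, and are incubated 44 h before luminescence detection.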
AmpC detergent – inhibitors of E. coli AmpC beta-lactamase with detergent; Potency, µM (highest dose often 114 µM), for the others: top-dose activity change, negative = inhibition, usual class: inhibitors; hit rate 0.041% among 370,000; AmpC hydrolysis of nitrocefin, absorbance 480 nm, 0.01% Triton;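 further: potency means the concentration at half of the fitted maximal effect; 0% = no-compound wells and -100% = no-enzyme wells; nearly all actives have a fitted effect of over 25% in size; some results filed as inactive show a strong effect at the top dose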
Target sequence (P00811 whole entry, looked up): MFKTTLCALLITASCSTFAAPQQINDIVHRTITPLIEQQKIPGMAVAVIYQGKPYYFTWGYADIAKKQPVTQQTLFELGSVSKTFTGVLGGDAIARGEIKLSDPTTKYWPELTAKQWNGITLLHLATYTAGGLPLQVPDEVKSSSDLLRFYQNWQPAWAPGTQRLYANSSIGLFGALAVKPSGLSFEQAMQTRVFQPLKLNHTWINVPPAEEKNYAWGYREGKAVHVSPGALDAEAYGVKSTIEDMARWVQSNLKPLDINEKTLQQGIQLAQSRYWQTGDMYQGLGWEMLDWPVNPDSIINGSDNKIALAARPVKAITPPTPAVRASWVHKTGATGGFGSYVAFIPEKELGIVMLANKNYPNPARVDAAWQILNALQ
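AmpC (5.3 nM in the dispensed reagent) in 20 mM phosphate pH 7.0 with 0.01% (detergent screen) or 0.0001% Triton X-100 was preincubated with compounds for 15 min at room temperature. Nitrocefin was then added from an 800 uM solution, and hydrolysis was followed at 480 nm.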
HCMV antiviral – inhibitors of human cytomegalovirus | activity change, negative = inhibition, % at 57.5 µM | hit rate 4.5% among 410,000 | HFF cells, HCMV-luciferase reporter, 72 h; hits give low values; in the data active means activity change below about -60%; inconclusive means no clear call, values can overlap the other calls; inactive means above about -39%
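Luciferase read-out from HCMV-luciferase-infected HFFs (MOI 1 PFU/cell) 72 h post infection at 37C; compounds added after 16 h cell attachment; activity normalized between buffer-only basal and Salinomycin (10uM) inhibitor controls.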
FBPA Giardia inh – inhibitors of Giardia lamblia fructose-1,6-bisphosphate aldolase | A8B2U2 | Potency, µM (titrated, usually from 59.6 µM), inactives show at the highest dose activity, negative = inhibition, usual class: inhibitors | purified Giardia FBPA | hit rate 0.71% among 290,000 | AID 2451; further: potency means the concentration at half of the fitted maximal effect; nearly all actives have a fitted effect of over 55% in size
Target sequence (A8B2U2 whole entry, looked up): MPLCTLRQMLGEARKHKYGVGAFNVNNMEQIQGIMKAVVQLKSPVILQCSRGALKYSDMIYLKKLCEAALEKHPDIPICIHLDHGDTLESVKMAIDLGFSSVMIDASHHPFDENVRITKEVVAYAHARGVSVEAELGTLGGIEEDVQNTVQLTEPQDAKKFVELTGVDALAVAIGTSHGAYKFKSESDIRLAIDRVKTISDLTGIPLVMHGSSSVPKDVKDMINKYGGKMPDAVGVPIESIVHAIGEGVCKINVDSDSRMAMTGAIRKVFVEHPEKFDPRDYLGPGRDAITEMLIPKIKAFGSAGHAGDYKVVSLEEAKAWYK
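Giardia FBPA (40 nM reagent) was preincubated 10 min at RT with compound (up to 57.5 uM final), then substrate plus GAPDH/TPI/NAD/arsenate coupling system with diaphorase/resazurin was added; resorufin fluorescence (525/598 nm) was read after 20 min.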
AmpC inh no detg – inhibitors of E. coli AmpC beta-lactamase without detergent; P00811; AmpC nitrocefin hydrolysis, absorbance 480 nm, 0.0001% Triton; Potency, µM (doses to about 57.1 µM), for inactives: at the top dose activity change, negative = inhibition, usual class: inhibitors; hit rate 0.52% among 330,000; AID 485341;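 further: potency means the concentration at half of the fitted maximal effect; plate controls were no compound for no effect and no enzyme for full effect; nearly all actives have a fitted effect of over 20% in size; some results filed as inactive show a strong effect at the top dose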
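AmpC (5.3 nM in the dispensed reagent) in 20 mM phosphate pH 7.0 with 0.01% (detergent screen) or 0.0001% Triton X-100 was preincubated with compounds for 15 min at room temperature. Nitrocefin was then added from an 800 uM solution, and hydrolysis was followed at 480 nm.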
An asterisk follows results filed as active; u = inconclusive; x = not tested or not shown; & = joins results of further samples; [ ] = another dose, or the depositor's remark. Unless noted, the call rests on the fitted dose curve; in most records, active means well fitted curve in the direction sought with a large enough effect; inconclusive means small, poorly fitted or top-dose-only effect, or another doubt; inactive means no such curve, though single readings can be large; an effect the other way counts as inactive or inconclusive. Unless noted, on the % scale 0 is the no-effect control and ±100 the full control effect.

SMILES | Sm TGR block | HCV inhibitor | AmpC detergent | HCMV antiviral | FBPA Giardia inh | AmpC inh no detg
COCCCN(C(=O)c1cccnc1SC)c1c(N)n(Cc2ccccc2)c(=O)[nH]c1=O | -16.1% | -0.6% | -13.6% | 22.5 | 0.2% | -24.9%
COc1ccc(Br)cc1C(=O)Nc1cccc(C)c1C | 0.4% | -16.0% | -0.1% | -28.4 | 0.1% | -1.2%
O=C(CN(c1ccc(F)cc1)S(=O)(=O)c1ccc2c(c1)OCCO2)Nc1cccnc1 | 17.7% | -0.3%&6.4% | 0.1% | 28.5 | 6.7% | -21.7%
CN(C)C=NC(=O)c1cc(C(=O)c2ccccc2Cl)c[nH]1 | 7.4% | 0.1% | u | 10.3 | -1.6% | -24.4%
CCN(C[C@H]1N[C@@](CC)(C(=O)OC)[C@H]2C(=O)N(C)C(=O)[C@@H]12)S(=O)(=O)c1ccc(OC)cc1 | x | -2.5% | x | -12.1 | x | 2.7%
C/C(Cl)=C/CSc1nnc2n(N)c(=O)c3ccccc3n12 | -0.5% | 10.6% | -8.5% | -9.3 | x | 16.1%
O=C1[C@H]2[C@@H](C(=O)N1c1cc(Cl)cc(Cl)c1)[C@]1(C(=O)Nc3ccccc31)N1CCC[C@@H]21 | u | u | -2.8% | 24.6 | 2.6% | 10.2%
O=C(CC1C(=O)NCCN1Cc1cccc(Oc2ccccc2)c1)NCCc1ccncc1 (stereo not drawn) | -16.5% | 5.0% | 8.1% | -5.5 | -10.2% | 136.2%[activator]
CCCCOc1ccc(CSc2nncn2N)cc1 | 9.0% | 6.0% | -14.0% | 17.0 | 8.7% | 3.0%
CCN(CC)C(=O)Cn1cc(S(=O)(=O)CC(=O)NCc2ccc3c(c2)OCO3)c2ccccc21 | -1.6% | 7.3% | 9.2% | 1.7 | 1.6% | -0.5%
CCNc1c(NC(C)=O)c(=O)oc2ccccc12 | 4.5% | 9.9% | -1.5% | 21.8 | 5.7% | -19.5%
Cc1ccc(C(=O)N/N=C/C2=Cc3ccccc3OC2C)cc1 (stereo not drawn) | 5.6% | u | 2.5% | -29.2 | -5.4% | -35.7%
CCOC(=O)N1CCC(NC(=O)C(NS(=O)(=O)c2ccc3c(c2)CCN3C(=O)CC)C(C)C)CC1 (stereo not drawn) | 3.7% | 9.3% | 1.8% | 1.9 | 2.2% | -20.1%
CC1(NC(=O)N2CCOCC2)CCS(=O)(=O)C1 (stereo not drawn) | 2.6% | 4.0% | -11.8% | 40.7 | -1.5% | -2.8%
CCOc1ccccc1N1CCN(C(=O)c2cccs2)CC1 | 9.7% | 7.4% | u | 7.0 | 0.2% | 2.7%
CC(C)CNS(=O)(=O)c1ccc(NC(=O)Cn2nc(-c3ccc(F)cc3)ccc2=O)cc1 | -8.2% | -2.8% | u | 10.8 | -0.9% | -15.3%
N#C/C(=C\c1cccc([N+](=O)[O-])c1)C(=O)NCc1ccc(Cl)cc1 | -18.3% | -27.5% | -8.3% | -98.1* | -5.6% | -35.9%
Cc1c(N=NC2=C(O)CCCC2=O)c(=O)n(-c2ccccc2)n1C | 17.8µM* | -0.5% | 3.5% | u | u | -16.2%
COc1ccc(NC(=O)c2cc(-c3ccc4c(c3)OCO4)on2)cc1 | -0.6% | 1.9% | 3.6% | -14.4 | 2.4% | -5.0%
CN(C)C(=O)CCc1ccc2c3c([nH]c2c1)[C@]1(CCC2CCCC2)[C@@H](C(=O)N2CCOCC2)C[C@H](CC(=O)NCc2cccc(C(F)(F)F)c2)C(=O)N1CC3 | x | 25.1µM* | x | u | x | 20.4%

Single records, as listed above. Values in the order: Sm TGR block	HCV inhibitor	AmpC detergent	HCMV antiviral	FBPA Giardia inh	AmpC inh no detg
`COc1ccc(NC(=O)c2cc(-c3ccc4c(c3)OCO4)on2)cc1` is entered as -0.6%	1.9%	3.6%	-14.4	2.4%	-5.0%
`O=C1[C@H]2[C@@H](C(=O)N1c1cc(Cl)cc(Cl)c1)[C@]1(C(=O)Nc3ccccc31)N1CCC[C@@H]21` is entered as u	u	-2.8%	24.6	2.6%	10.2%

Further results
SMILES | Sm TGR block | HCV inhibitor | AmpC detergent | HCMV antiviral | FBPA Giardia inh | AmpC inh no detg
O=[N+]([O-])c1ccc(-c2nc(Nc3ccc(O)cc3)c3ccccc3n2)cc1 | 7.9% | u | -0.4% | 15.4 | -0.3% | -29.5%
CCOC(=O)CC(N)c1cccc([N+](=O)[O-])c1 (stereo not drawn) | -10.8% | 15.9% | 2.8% | -25.2 | 0.3% | 22.4%
CC1(C(=O)NCCc2c[nH]c3ccccc23)C=CC2(CCCCC2)N1C(=O)c1ccccc1 (stereo not drawn) | -28.5% | u | -10.3% | x | -7.1% | 5.6%
O=C(CCc1nnc2ccc(NCc3ccco3)nn12)Nc1cc(F)ccc1F | -26.3% | -1.6% | u | 4.6 | -3.2% | 44.4%
Cc1cc(C)c2nc(-c3ccccn3)cc(C(=O)Nn3cnnc3)c2c1 | -3.6% | 3.4% | -10.3% | 17.0 | -8.8% | -2.5%
Cc1ccc(Cl)cc1NC(=O)COC(=O)Cn1cnc2c1c(=O)n(C)c(=O)n2C | -9.9% | -0.9% | -3.7% | -39.2 | 1.0% | -5.3%
C[C@H](CO)N1C[C@H](C)[C@@H](CN(C)Cc2ccncc2)Oc2c(NC(=O)c3ccncc3)cccc2C1=O | x | -0.1% | x | 5.8 | x | 2.8%
COc1cc(C(c2sc3nc(C)nn3c2O)N2CCc3ccccc3C2)cc(OC)c1OC (stereo not drawn) | 1.4% | -21.6% | -3.5% | -6.9 | -17.9% | 79.2%[activator]
COc1ccc2nc(NC(=O)C3CCCN(S(=O)(=O)c4cccc5nsnc45)C3)sc2c1 (stereo not drawn) | 6.1% | u | 1.7% | u | -7.8% | -13.6%
N#CC1=C(N)Oc2cc(N)ccc2C1c1cccc(F)c1 (stereo not drawn) | -19.4% | u | u | -21.5 | 1.1% | -31.3%
O=S1(=O)CCC(NC(=S)SCc2ccccc2Br)C1 (stereo not drawn) | u | -3.0% | -4.4% | u | -9.1% | -27.2%
CCN(CC)c1ccc(C(=O)NN)cc1 | 8.5% | -16.2% | 0.1% | 19.3 | -1.7% | -11.5%
COC(=O)c1ccc(OCC(O)CN2C(=O)NC(C)(C)C2=O)cc1 (stereo not drawn) | -5.0% | 11.0% | -10.6% | -38.0 | 3.0% | -13.4%
O=C(CN1CSCC1=O)N1CCN(S(=O)(=O)c2ccc(Cl)cc2)CC1 | -6.7% | -7.4% | -14.6% | -9.1 | x | -6.4%
Cc1ccc(C)c(N2CCN(C(=O)c3cc(S(=O)(=O)N4CCC(C)CC4)cn3C)CC2)c1 | 2.4% | x | -4.2% | 9.9 | x | x
COc1cccc(/C=N/n2c(C)nc3ccccc3c2=O)c1O | 12.7%[11.4 µM] | 7.9% | u | -19.8 | u | -8.1%
Cc1ccc(C(=O)C2=C(O)C(=O)N(c3ncccn3)C2c2ccc(Br)cc2)o1 (stereo not drawn) | u | -0.1% | -0.5% | x | -0.6% | -4.6%
Cc1cc(C)nc(NS(=O)(=O)c2ccc(NC(=O)c3cccc(N4C(=O)CCC4=O)c3)cc2)n1 | 5.0% | 11.2% | -8.8% | -16.8 | 0.4% | -19.0%
Cc1cccc(C(=O)NNC(=O)c2c(-c3ccccc3Cl)noc2C)c1O | -1.9% | -7.2% | 4.3% | -13.5 | x | -38.0%
CCC(C)S(=O)(=O)c1snnc1C (stereo not drawn) | -9.7% | 13.5% | -3.9% | -17.5 | 7.2% | -15.8%

In another format: entries from further up
Structure	Sm TGR block	HCV inhibitor	AmpC detergent	HCMV antiviral	FBPA Giardia inh	AmpC inh no detg
C[C@H](CO)N1C[C@H](C)[C@@H](CN(C)Cc2ccncc2)Oc2c(NC(=O)c3ccncc3)cccc2C1=O	x	-0.1%	x	5.8	x	2.8%
COc1cc(C(c2sc3nc(C)nn3c2O)N2CCc3ccccc3C2)cc(OC)c1OC (stereo not drawn)	1.4%	-21.6%	-3.5%	-6.9	-17.9%	79.2%[activator]
COc1ccc2nc(NC(=O)C3CCCN(S(=O)(=O)c4cccc5nsnc45)C3)sc2c1 (stereo not drawn)	6.1%	u	1.7%	u	-7.8%	-13.6%

Carrying on:
SMILES | Sm TGR block | HCV inhibitor | AmpC detergent | HCMV antiviral | FBPA Giardia inh | AmpC inh no detg
Cc1c(Cl)cccc1-n1ccnc1SCC(=O)O | -3.6% | 10.4% | u | 38.9 | 3.6% | 10.7%
Cc1cc(C)cc(Oc2nc3ccccn3c(=O)c2/C=C(\C#N)C(=O)NC2CCS(=O)(=O)C2)c1 (stereo not drawn) | -15.5% | -25.6% | 3.6% | 27.6 | -9.4% | 141.6%[activator]
COc1ccc(OCC(=O)C2CC2)c(C#N)c1 | -4.1% | -3.6% | -5.6% | 51.3 | 5.5% | -10.9%
Cc1cc(NC(=O)c2cnccn2)no1 | -3.4% | x | -13.4% | -27.5 | -9.9% | -6.0%
Cc1ccc(-c2ccnc(-c3ccc(O)cc3)n2)cc1 | 0.1% | u | -8.7% | -17.5 | -0.6% | -29.8%
CC(C)(C)OC(=O)N1CCC(c2c(C(=O)N3CCN(c4ccccc4F)CC3)cnn2C(C)(C)C)CC1 | 0.5% | x | 4.1% | 1.1 | x | x
O=c1c2ccccc2nc(-c2ccc(Br)cc2)n1Cc1ccccc1 | 7.1% | u | u | -27.7 | 12.4% | -25.7%
CCCCC(=O)NC(=S)Nc1cc(C(=O)O)ccc1OC | x | 8.0% | 3.0% | -9.0 | 7.9% | -17.1%
COc1ccc(-n2nnnc2C2CCN(S(=O)(=O)c3ccc(C(C)(C)C)cc3)CC2)cc1 | -0.4% | x | 18.4% | 27.8 | x | x
O=C(CSc1nc2ccccc2o1)Nc1nncs1 | -12.9% | 6.4% | u | -28.0 | -3.7% | -2.7%
CCOc1ccc(CNCc2c(C(=O)O)n(Cc3ccccc3F)c3cc(OC)ccc23)cc1 | -9.6% | x | 18.9% | 19.1 | x | x
CC(C)CCn1c(CN2CC(C)OC(C)C2)nc2c1c(=O)n(C)c(=O)n2C (stereo not drawn) | -8.4% | 13.8% | -14.5% | -23.1 | 13.0% | 32.2%
CSc1ncc(C(C)=O)c(C)n1 | -4.0% | 15.6% | -7.9% | -7.0 | 5.0% | -22.9%
Cn1c(CNC(=O)c2ccco2)nnc1SCC(=O)Nc1cccc(Br)c1 | 6.6% | 14.1% | -2.2% | 1.8 | -0.4% | -18.4%
Fc1ccc(Nc2ncnc3onc(-c4ccc(Cl)cc4)c23)cc1Cl | 4.9% | x | 0.9% | u | x | x
COc1ccc(C(c2c(NC(=O)c3ccco3)sc(C)c2C)N2CCOCC2)cc1OC (stereo not drawn) | u | u | -16.0% | -16.5 | x | 210.5%[activator]
CCOC(=O)C(=O)NCC(c1cccs1)S(=O)(=O)c1ccc(Cl)cc1 (stereo not drawn) | -33.5% | 17.7% | -9.9% | 0.0 | 5.2% | 2.3%
COc1cc(CNn2cnnc2)ccc1OCC(=O)NC(C)(C)C | 8.9% | 6.0% | u | -19.9 | 4.6% | -9.7%
Cc1nc(-c2ccc(S(=O)(=O)N3CCOCC3)cc2)cs1 | -2.3% | 8.1% | -9.4% | -26.9 | x | -4.8%
O=C(CN1C(=O)c2cccnc2Sc2ccccc21)Nc1cc(F)ccc1F | 0.1% | x | 2.7% | 15.5 | x | x
